Assay outcomes deposited in PubChem BioAssay by several laboratories.
TRPC4 act: activators of mouse TRPC4 channel; Q9QUQ5; HEK293 TRPC4beta/mu-opioid, Fluo4 calcium fluorescence; stronger effect = higher value; B-score at 10 µM; 310,000 tested, 0.49% active;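 active = B-score above 5 SD of library B-scores, and initial fluorescence ratio not above library mean plus 5 SD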;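 note: positive B-score marks a calcium rise read as TRPC4 activation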
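system = HEK293 cells stably co-expressing mouse TRPC4beta and mu-opioid receptor | schedule = Fluo4 dye loading 45 min at room temperature, 110 s recording | measure = B-scored integrated calcium fluorescence ratio | signal = Fluo4 calcium-sensitive dye fluorescence, kinetic, 1 Hz baseline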
hERG rescue: shields human hERG channel from block by proarrhythmic agents. CHO-hERG, FluxOR thallium flux, dofetilide IC70 present. AID 1511. Q12809. activation (rescue from dofetilide block), less the hit threshold, % at 10 µM. 310,000 tested, 0.51% active;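 active = activation above the mean of controls blocked by dofetilide plus 5 SD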;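 note: thallium influx through hERG after potassium depolarization seen as dye fluorescence rise; in these data hits start at about 4.7%; inactives centre near -7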
Dyrk1A ADPGlo: inhibitors of rat Dyrk1A kinase. 310,000 tested, 0.43% active. inhibition, % at 12.5 µM. Q63470. ADP-Glo luminescence, NFATc1 peptide; in the data active = inhibition above about 50%;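 note: plate controls were vehicle with enzyme for no effect and no enzyme for full effect; many of its hits are not listed in these tables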
KCNQ1 pot: human KCNQ1 channel potentiation or activation | P51787 | CHO-K1 KCNQ1, thallium flux FluxOR fluorescence; stronger effect = higher value | B-score at 10 µM | 310,000 tested, 0.35% active | AID 2648;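 active = fluorescence ratio B-score, a plate-corrected score, at least three library SD, with initial intensity B-score within 5 SD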
Target sequence (P51787 whole entry, looked up): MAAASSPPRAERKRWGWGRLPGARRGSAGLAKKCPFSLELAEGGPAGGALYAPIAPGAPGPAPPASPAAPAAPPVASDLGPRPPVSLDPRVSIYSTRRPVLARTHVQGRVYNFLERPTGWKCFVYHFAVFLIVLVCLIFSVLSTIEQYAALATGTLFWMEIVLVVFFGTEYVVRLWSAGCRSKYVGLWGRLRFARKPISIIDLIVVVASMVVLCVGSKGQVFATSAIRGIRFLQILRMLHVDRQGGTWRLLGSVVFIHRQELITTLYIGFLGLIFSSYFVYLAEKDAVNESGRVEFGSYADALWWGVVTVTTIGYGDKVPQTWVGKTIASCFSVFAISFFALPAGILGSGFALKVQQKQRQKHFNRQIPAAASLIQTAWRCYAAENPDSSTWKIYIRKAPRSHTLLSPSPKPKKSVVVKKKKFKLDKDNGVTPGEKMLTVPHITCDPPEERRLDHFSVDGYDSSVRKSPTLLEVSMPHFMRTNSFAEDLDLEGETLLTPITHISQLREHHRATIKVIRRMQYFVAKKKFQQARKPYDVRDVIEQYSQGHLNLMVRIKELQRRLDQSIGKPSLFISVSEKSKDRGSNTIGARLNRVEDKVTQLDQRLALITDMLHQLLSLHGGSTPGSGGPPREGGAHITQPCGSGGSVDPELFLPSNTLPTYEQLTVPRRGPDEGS
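Assay system: stable KCNQ1 CHO-K1 line; medium: assay buffer, equal DMSO in all wells; timing: 90 min dye loading and 20 min compound exposure, both at room temperature; technique: kinetic FluxOR thallium fluorescence, 10-s 1-Hz baseline, 110-s post-stimulus read; read-out basis: B score of baseline-normalized fluorescence ratio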
KCNQ1 inh: human KCNQ1 channel inhibition; P51787; CHO-K1 KCNQ1, FluxOR thallium flux fluorescence; stronger effect = higher value; B-score at 10 µM; 310,000 tested, 1.3% active; AID 2642;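 active = compounds whose thallium flux B-score, printed positive for inhibition, exceeds three library SD while starting fluorescence stays within three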;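 note: channel opened by potassium depolarization with thallium stimulus after 20 min compound exposure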
KCNK9 block: inhibitors of human KCNK9 two-pore domain potassium channel; 310,000 tested, 1.2% active; B-score at 10 µM; Q9NPC2; HEK293 KCNK9, FluxOR thallium flux fluorescence; stronger effect = lower value; AID 488922;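 active = ratio B-score over 3 SD below the library mean, with starting fluorescence within 5 SD of its mean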;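 note: negative B-score means less thallium flux so channel inhibition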
Target sequence (Q9NPC2 whole entry, looked up, the tested form may be a part): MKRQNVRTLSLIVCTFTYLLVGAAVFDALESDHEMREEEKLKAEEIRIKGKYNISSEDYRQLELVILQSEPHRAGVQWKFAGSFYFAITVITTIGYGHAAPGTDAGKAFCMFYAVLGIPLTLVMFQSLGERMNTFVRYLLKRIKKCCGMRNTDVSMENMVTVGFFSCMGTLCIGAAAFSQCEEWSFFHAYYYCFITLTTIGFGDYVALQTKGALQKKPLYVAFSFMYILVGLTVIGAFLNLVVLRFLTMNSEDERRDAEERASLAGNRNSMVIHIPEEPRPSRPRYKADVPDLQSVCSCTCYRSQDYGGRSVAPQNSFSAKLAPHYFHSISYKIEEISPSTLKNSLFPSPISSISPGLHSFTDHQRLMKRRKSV
ANO1 activ: activators or potentiators of mouse TMEM16A chloride channel; B-score at 10 µM; AID 623877; Q8BHY3; HEK293 TMEM16A/YFP-H148Q/I152L, iodide quench fluorescence; stronger effect = lower value; 340,000 tested, 0.3% active;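 active = fluorescence-ratio B-score plate-corrected deviation score at least 3 library SD below zero, with starting fluorescence score within 5 deviations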;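 note: channel opened by trigger with iodide after compound preincubation; score built on the fluorescence ratio of max minus min over baseline; more negative score means more quench and so TMEM16A activation or potentiation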
HDAC3 inhib: blocks human histone deacetylase 3. AID 2718. recombinant HDAC3, fluorogenic peptide/trypsin coupled, fluorescence. 320,000 tested, 0.15% active. O15379. inhibition, % at 8.3 µM; in the data active = inhibition above about 26%, passing the limit was not always enough
TRPC4 PAM: TRPC4 (mouse) allosteric potentiation; 310,000 tested, 0.42% active; B-score at 10 µM; AID 2227; Q9QUQ5; HEK293 TRPC4beta/mu-opioid, DAMGO EC20, Fluo-4 Ca2+ flux; stronger effect = higher value;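 active = B-score of calcium response area above 5 SD of library B-scores, with initial fluorescence ratio within 5 SD of library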;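 note: B-score of integrated fluorescence ratio over time as area under calcium response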
KCNK3 inh: human KCNK3 channel inhibition, primary screen | O14649 | CHO-KCNK3 thallium flux, FluxOR fluorescence; stronger effect = lower value | B-score at 10 µM | 340,000 tested, 0.84% active | AID 602410;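 active = B-score under library mean minus 4 SD, starting fluorescence ratio at most library mean plus 5 SD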;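 note: more negative B-score means stronger inhibition of thallium flux through KCNK3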
TMEM16A inh: inhibitors of mouse TMEM16A calcium-activated chloride channel; Q8BHY3; HEK293 TMEM16A/YFP iodide influx fluorescence, ionomycin; normalized B-score (activity score, 25-100; higher = stronger inhibition) at 10 µM; 310,000 tested, 1.2% active;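 active = ratio plate-corrected score three or more library SD toward inhibition, starting fluorescence score within five deviations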;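 note: score derived from kinetic fluorescence span divided by baseline fluorescence per well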
Numbers without * were called inactive; i = inactive; · = not tested or not shown.

Every second line gives: TRPC4 act	hERG rescue	Dyrk1A ADPGlo	KCNQ1 pot	KCNQ1 inh	KCNK9 block	ANO1 activ	HDAC3 inhib	TRPC4 PAM	KCNK3 inh	TMEM16A inh
Cc1ccc(C(C)C)c(OCC(=O)N2CCOCC2)c1
    i	-5	·	i	i	i	i	-2	i	i	i
O=C(NCCc1ccccc1F)/C(=C/c1cccnc1)NC(=O)c1ccccc1
    i	-8	5	i	i	i	i	·	i	i	i
CS(=O)(=O)NCCNc1ccc(C(F)(F)F)cc1[N+](=O)[O-]
    i	-19	4	i	i	i	i	4	i	i	i
CC(=O)c1ccc(NC(=O)C2CC(=O)N(C(C)C)C2)cc1 (centres undefined)
    i	-7	-8	i	i	i	i	3	i	i	i
CCOC(=O)C1(CCCc2ccccc2)CCN(C(=O)C(C)n2cncn2)CC1 (centres undefined)
    i	-5	5	i	i	i	i	12	i	i	i
CCN(CC(=O)N1CCOCC1)S(=O)(=O)c1ccc(Cl)cc1
    i	-11	-5	i	i	i	i	-1	i	i	i
O=C(O)c1ccc(COc2ccccc2[N+](=O)[O-])o1
    i	-7	1	i	i	i	i	-5	i	i	i
COc1ccc(C(=O)OCCOc2ccccc2C(C)=O)c(O)c1
    i	-9	0	i	i	i	i	4	i	-9.8*	i
O=C(CN1C(=O)/C(=C/c2ccccc2F)Sc2ccccc21)NCCCN1CCOCC1
    i	-8	-3	i	i	i	i	0	i	i	i
Cc1ccc(Cl)c(NC(=O)CN(C)CC(=O)Nc2ccc(F)c(F)c2F)c1Cl
    i	-8	·	i	i	i	i	·	i	i	i
CC(C)OP(=O)(OC(C)C)C(Nc1ccccn1)c1ccc(F)cc1 (centres undefined)
    i	-5	-4	i	i	i	i	0	i	i	i
CCN(CC)C(=S)NC(=O)Cc1ccccc1
    i	-8	3	i	i	i	i	9	i	i	i
COc1cc(/C=C2/SC(=S)N(CCC(=O)Nc3ccccc3)C2=O)cc(OC)c1OC
    i	-7	2	i	i	i	i	0	i	i	i
Cc1cc(OCC(=O)Nc2ccc(S(=O)(=O)N3CCN(C)CC3)cc2)ccc1Br
    i	-9	5	i	i	i	i	4	i	i	i
CN(Cc1ccccc1F)C(=O)c1ccccc1Sc1ccccc1C#N
    i	-4	-4	i	i	i	i	-2	i	i	i
CCOc1ccccc1N(CC(=O)NCCc1ccccc1)C(=O)CCC(=O)Nc1ccccn1
    i	-9	-6	i	i	i	i	-2	i	i	i
CCCN(C(=O)c1cc(Cl)nc2ccccc12)C1CCS(=O)(=O)C1 (centres undefined)
    i	-15	-1	i	i	i	i	4	i	i	i
COc1ccc(CCNc2nc(N3CCCCC3)nc(N3CCCCC3)n2)cc1OC
    i	-6	3	i	6*	i	i	6	i	i	i
CCCc1nnc2n1N=C(c1ccc(OC)c(OC)c1)CS2
    i	-4	1	i	i	i	i	-20	i	i	i
COc1cc(OC)cc(OCC(O)Cn2cnc(-c3ccccc3)c2)c1 (centres undefined)
    i	-2	4	i	i	i	i	1	i	i	i
C/C(=N\NC(=O)c1ccoc1C)c1cccnc1
    i	-10	-14	i	i	i	i	0	i	i	i
COc1ccc2[nH]c(=O)c(CN(Cc3cccnc3)C(=S)NCC3CCCO3)cc2c1 (centres undefined)
    i	-14	1	i	i	i	i	-2	i	i	i
Cc1nc2ccccn2c1-c1ccnn1S(=O)(=O)c1ccc(F)cc1
    i	-15	1	i	i	i	i	·	i	i	i
COc1ccc(C(=O)/C=C/C(=O)N(Cc2ccccc2)C(C(=O)NC2CCCCC2)c2ccncc2)c(O)c1 (centres undefined)
    i	-12	-1	i	i	i	i	5	i	i	i
Nc1nc(-c2sc3nc4c(cc3c2N)CCCC4)nc(N2CCOCC2)n1
    i	-5	3	i	i	i	i	2	i	i	i
COc1ccc([N+](=O)[O-])cc1NC(=O)Nc1ccc(OC)c(OC)c1
    i	-11	-4	i	i	i	i	0	i	i	i
CC(=O)N1SC(N)=NC1c1ccccc1 (centres undefined)
    i	-4	3	i	i	i	i	2	i	i	i
O=C(CSc1nnc(-c2ccccn2)n1Cc1ccco1)c1ccccc1
    i	-13	-38	i	i	i	i	-2	i	i	i
Cc1ccc(S(=O)(=O)n2nc(-c3ccco3)nc2N)cc1
    i	-10	-1	i	i	i	i	0	i	i	i
CCOc1ccc(S(=O)(=O)N(CC)CC(=O)N2CCOCC2)cc1C
    i	-3	0	i	i	i	i	-1	i	i	i

(continued)
Every second line gives: TRPC4 act	hERG rescue	Dyrk1A ADPGlo	KCNQ1 pot	KCNQ1 inh	KCNK9 block	ANO1 activ	HDAC3 inhib	TRPC4 PAM	KCNK3 inh	TMEM16A inh
Cn1c(=O)c2cc(S(=O)(=O)NCCC(=O)N3CC=C(c4ccccc4)CC3)ccc2n(C)c1=O
    ·	·	8	·	·	·	i	-7	·	i	i
CCN(CC)Cc1oc(CO)cc(=O)c1O
    i	-6	7	i	i	i	i	2	i	i	i
COc1ccc2[nH]cc(CCNC(=O)Cc3ccc(Br)cc3)c2c1
    i	-1	6	i	i	i	i	1	i	i	i
O=C1CCc2cc(S(=O)(=O)NCCC(=O)NC3CCN(Cc4ccccc4)CC3)ccc2N1
    ·	·	2	·	·	·	i	-4	·	i	i
CC1=C(C(=O)OC(C)C)C(c2ccco2)NC(=O)N1 (centres undefined)
    i	-1	8	i	i	i	i	1	i	i	i
Nc1nc2ccccc2n1CCOc1ccc(Cl)cc1
    i	-15	3	i	i	i	i	0	i	i	i
CCCCCn1c(N2CCN(Cc3ccccc3)CC2)nc2c1c(=O)[nH]c(=O)n2C
    i	-15	-3	i	i	i	i	1	i	i	i
Clc1ccc(CN2C3=NCCN3c3ccccc32)cc1Cl
    i	-21	2	i	i	i	i	4	i	i	i
Cc1ccc(S(=O)(=O)NC(C(=O)N2CCOCCOCCOCCOCC2)c2ccccc2)cc1 (centres undefined)
    i	-11	-2	i	i	i	i	4	i	i	i
Cc1ccc(CNC(=O)/C=C/c2ccc(S(=O)(=O)NCc3ccco3)cc2)cc1
    i	-12	-7	i	i	i	i	2	i	i	i
COc1cc(NC(=O)c2cc([N+](=O)[O-])ccc2N2CCOCC2)ccc1NC(=O)c1ccco1
    i	-5	1	i	i	i	i	-2	i	i	i
COC(=O)Cc1c(O)ccn(Cc2ccccc2OC)c1=O
    i	-6	-5	i	i	i	i	-3	i	i	i
O=C(Nn1c(-c2ccc(Br)cc2)nc2ccccc2c1=O)c1cccnc1
    i	-10	6	i	i	i	i	2	i	i	i
COc1ccc(-c2coc3c(CN4CCOCC4)c(O)ccc3c2=O)cc1
    i	-5	6	i	i	i	i	-34	i	i	i
Cc1cc(C)c2[nH]c(C(=O)Nc3ccc(F)cc3Br)cc2c1
    i	0	1	i	i	i	i	-3	i	i	i
Cc1cc(C)n(CC(O)CN2C(=O)NC(C)(C)C2=O)n1 (centres undefined)
    i	-10	-7	i	i	i	i	11	i	i	i
Cc1ccc(NC(=O)c2cc(-c3ccc(C)o3)nc3ccccc23)nc1
    i	-8	1	i	i	i	i	4	i	i	i
CC(CNC(=O)CCc1ccccc1)NC(=O)CCc1ccccc1 (centres undefined)
    i	-3	·	i	i	i	i	-5	i	i	i
O=[N+]([O-])c1ccc(NNC(=S)Nc2ccccc2)cc1
    i	3	-2	i	i	i	i	2	i	i	i
O=C(O)CCc1ccc(-c2ccc(Cl)cc2)n1CCC(=O)O
    i	-3	29	i	i	i	i	5	i	i	i
Cc1cc(Cl)cc(C)c1OCC(=O)O
    i	-3	0	i	i	i	i	0	i	i	i
O=C(CCCc1nc(-c2ccccc2)no1)NCc1cccnc1
    i	-13	1	i	i	i	i	3	i	i	i
CCn1c(=O)cc(SCC(=O)NCC2CCCO2)c2ccccc21 (centres undefined)
    i	-6	1	i	i	i	i	1	i	i	i
Clc1cccc(CNCCNCc2cccc(Cl)c2)c1
    i	-16	3	i	i	i	i	7	i	i	i
O=C(c1cccs1)N1CCC(c2nc3ccccc3s2)CC1
    i	-6	0	i	i	i	i	-3	i	i	i
Cc1ccc(C(C)C)c(OCC(=O)NS(=O)(=O)c2ccc(Cl)cc2)c1
    i	-8	2	i	i	i	i	2	i	i	i
COc1ccc(C(CC(=O)NCCN2CCOCC2)NS(=O)(=O)c2ccc(C)cc2)cc1 (centres undefined)
    i	-2	1	i	i	i	i	·	i	i	i
Cc1[nH]c2ccccc2c1C(=O)CSc1cccc[n+]1[O-]
    i	-4	-1	i	i	i	i	3	i	i	i
CC1(C)CC(=O)C(=CN2CCN(C(=O)c3ccco3)CC2)C(=O)C1
    i	-6	·	i	i	i	i	·	i	i	·
O=C(O)CCC(=O)N1CCOc2ccc(Cl)cc21
    i	0	-4	i	i	i	i	-8	i	i	i

Further compounds follow:
Every second line gives: TRPC4 act	hERG rescue	Dyrk1A ADPGlo	KCNQ1 pot	KCNQ1 inh	KCNK9 block	ANO1 activ	HDAC3 inhib	TRPC4 PAM	KCNK3 inh	TMEM16A inh
CCOC(=O)c1nnn(-c2nonc2-n2cccc2)c1CN1CCCCC1
    i	-4	4	i	i	i	-6.9*	·	i	i	100*
O=C(Nc1cccnc1)C1CCCN1S(=O)(=O)c1ccc(Cl)c(Cl)c1 (centres undefined)
    i	-1	·	i	i	i	i	0	i	i	i
COc1cc(Cn2c(-c3ccc(O)c(OC)c3)nc3ccccc32)ccc1O
    i	-9	16	i	i	i	i	-13	i	i	i
CCCc1nnc(NC(=O)C(=O)NCCN(CC)CC)s1
    i	-11	-9	i	i	i	i	·	i	i	·
CCCN1C(=O)c2ccc(C(=O)Nc3ccccc3C(=O)O)cc2C1=O
    i	-6	0	i	i	i	i	5	i	i	i
CCc1nnc(NC(=O)CSc2ncc(-c3ccccc3)[nH]2)s1
    i	-9	5	i	i	i	i	5	i	i	i
COc1ccc(C)cc1N(CC(=O)Nc1ccc(S(=O)(=O)N2CCCC2)cc1)S(C)(=O)=O
    i	-10	7	i	i	i	i	-1	i	i	i
CCN(CC)S(=O)(=O)c1ccc(OC)c(NC(=O)c2cccc(C)c2[N+](=O)[O-])c1
    i	-5	-3	i	i	i	i	-5	i	i	i
O=C(COC(=O)c1cnccn1)Nc1ccc2c(c1)OCO2
    i	-5	1	i	i	i	i	-1	i	i	i
COc1ccc2nc(SCC(=O)Nc3cc(OC)c(OC)cc3C(=O)O)c(C)cc2c1
    i	-9	·	i	i	i	i	16	i	i	i

This is a subset; the hit share may differ from the screen's.
